RAM network inh = inhibitors of the yeast RAM network | S. cerevisiae dse1pr::URA3 reporter, 5-FOA growth OD615, 2 d; analog-sensitive cbk1-as2 kinase mutant strain | inhibition, % at 50 µM | 190,000 tested, 1.8% active;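 active = inhibition above a set limit, 3 SD over mean compound inhibition, cut at about 8.4% in these data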;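 also: 0% = DMSO-only wells with no growth and 100% = 10 µM 1-NA-PP1 full growth; inhibition rescues growth on 5-FOA so higher OD means more RAM inhibition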
Redox H2O2 prof = compounds producing H2O2 with reducing agent – biochemical, NIH compound library profiling, artefact control for MLSCN library redox annotation, primary screen | DTT-dependent redox cycling H2O2, phenol red/HRP absorbance; 100% = 100 µM peroxide control, 0% = buffer | activation, % at 10 µM | 200,000 tested, 0.03% active;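 active = activation of at least 50% relative to the plate's high and low controls in the primary single-dose screen; inactive = activation below 50%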;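 also: compound incubated with DTT at 0.8 mM final as the reducing agent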
Lmaj promast = inhibitors of Leishmania major promastigote growth. Leishmania major promastigotes, resazurin fluorescence viability. inhibition, % at 10 µM. 200,000 tested, 9% active; in the data active = inhibition above about 50%;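 also: promastigotes grown with compound for 44 hours at 28 °C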
bIAP inhibitor = blocks bovine intestinal alkaline phosphatase activity. 190,000 tested, under 10 active. purified bovine IAP, CDP-star luminescence, 30 min. AID 1019. inhibition, % at 20 µM;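 active = over 50% inhibition of intestinal alkaline phosphatase at 20 µM in the single-dose screen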
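System: purified bovine intestinal alkaline phosphatase (IAP) enzyme; Input: IAP diluted 1/65,000,000 in the well; Measured by: CDP-star luminescence signal; Compound dosing: 20 µM single dose; Incubation: 30 min reaction at room temperature.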
PPARg SRC-2 ag = PPARgamma-driven SRC-2 recruitment agonism | AID 1032 | P37231 | PPARgamma LBD-SRC-2 recruitment, biochemical | activation, % at 8 µM | 200,000 tested, 0.34% active; in the data active = activation above about 22%;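 also: 0% = vehicle and 100% = reference agonist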
Target sequence (P37231 whole entry, looked up, the tested form may be a part): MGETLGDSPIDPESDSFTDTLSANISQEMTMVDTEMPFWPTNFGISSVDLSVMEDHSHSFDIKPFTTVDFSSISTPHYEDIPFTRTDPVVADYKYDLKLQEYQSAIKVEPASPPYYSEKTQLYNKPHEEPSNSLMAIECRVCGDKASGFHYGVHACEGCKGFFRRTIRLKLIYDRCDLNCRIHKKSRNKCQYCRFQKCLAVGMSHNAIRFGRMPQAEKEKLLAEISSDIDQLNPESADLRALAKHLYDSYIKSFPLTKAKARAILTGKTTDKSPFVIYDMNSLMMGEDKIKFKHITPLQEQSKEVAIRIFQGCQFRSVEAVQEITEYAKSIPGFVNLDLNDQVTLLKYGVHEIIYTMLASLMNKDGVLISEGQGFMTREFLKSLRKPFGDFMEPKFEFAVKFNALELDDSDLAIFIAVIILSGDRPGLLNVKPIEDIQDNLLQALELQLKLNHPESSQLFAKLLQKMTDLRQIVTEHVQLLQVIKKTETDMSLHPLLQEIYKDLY
S1P3 antagonist = S1P3 (human) receptor antagonism. Q99500. CHO S1P3 NFAT-BLA reporter, FRET fluorescence, antagonist mode. inhibition, % at 4.98 µM. 170,000 tested, 0.27% active. AID 485;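 active = inhibition above the plate cutoff, the mean inhibition of test wells on that plate plus 3 SD, cut at about 28% in these data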;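 also: cells challenged with S1P at its EC80 of 0.8 µM; blue over green emission ratio from cleaved BLA substrate after 4 h stimulation; 0% = S1P-stimulated wells and 100% = unstimulated DMSO-only wells; some compounds past the cut are filed as inactive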
Target sequence (Q99500 whole entry, looked up): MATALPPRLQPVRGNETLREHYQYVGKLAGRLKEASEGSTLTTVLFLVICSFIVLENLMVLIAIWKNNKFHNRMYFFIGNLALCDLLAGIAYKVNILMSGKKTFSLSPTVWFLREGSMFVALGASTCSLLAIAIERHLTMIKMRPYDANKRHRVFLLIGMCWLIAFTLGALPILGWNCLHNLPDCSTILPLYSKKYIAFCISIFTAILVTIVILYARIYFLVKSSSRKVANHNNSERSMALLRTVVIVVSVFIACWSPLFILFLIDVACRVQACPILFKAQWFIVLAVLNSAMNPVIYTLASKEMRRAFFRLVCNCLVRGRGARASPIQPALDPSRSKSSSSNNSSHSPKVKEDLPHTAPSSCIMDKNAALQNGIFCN
PPARg SRC1 recr = promotes SRC-1 coactivator recruitment by human PPARgamma | 200,000 tested, 0.41% active | PPARgamma-SRC-1 coactivator recruitment biochemical assay | activation, % at 8 µM; in the data active = activation above about 19%;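 also: 0% = DMSO and 100% = reference agonist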
ROMK primary = modulates human ROMK potassium channel activity; AID 1918; B-score at 10 µM; Tet-inducible ROMK, thallium flux fluorescence; actives lie on both sides; P48048; 130,000 tested, 2% active;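 active = signal ratio slope over the read window, or its plate-corrected B-score, at least 3 SD from the plate mean, either direction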;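 also: B-score of the F/F0 ratio slope over 7 to 12 s after thallium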
TR-FRET SRC-2 ct = TR-FRET artefact, counter-screen to PPARgamma/SRC-2 agonist assay. hits give high values. TR-FRET ratio at 8 µM. 200,000 tested, 0.4% active. AID 1049; in the data active = TR-FRET ratio above about 2000; also: inactives centre near 1500; reference of the scale not given here
HMGR II inh = inhibitors of class II HMG-CoA reductase from Enterococcus faecalis; purified E. faecalis HMGR, NADPH absorbance 340 nm kinetic; inhibition, % at 10 µM; 190,000 tested, 0.41% active;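 active = inhibition above a set limit, the median over all tested compounds plus 3 SD, cut at about 9.5% in these data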;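 also: enzyme runs in reverse so mevalonate oxidation gives rising NADPH absorbance; 0% = complete reaction with DMSO and 100% = background rate lacking mevalonate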
PPARg SRC3 recr = promotes SRC-3 coactivator recruitment by human PPARgamma; P37231; biochemical PPARgamma/SRC-3 coactivator recruitment assay; activation, % at 8 µM; 200,000 tested, 0.26% active; in the data active = activation above about 23%;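 also: 0% = DMSO and 100% = reference agonist; some compounds past the cut are filed as inactive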
The depositor's hits bear a star; x = not tested or not shown.

SMILES | RAM network inh | Redox H2O2 prof | Lmaj promast | bIAP inhibitor | PPARg SRC-2 ag | S1P3 antagonist | PPARg SRC1 recr | ROMK primary | TR-FRET SRC-2 ct | HMGR II inh | PPARg SRC3 recr
CCC(C)(C)NC(=O)CN(C(=O)c1snc(C(N)=O)c1N)c1ccc(OC)c(OC)c1 | 3.2 | 0.1 | 0 | -2 | 2 | x | 0 | 0.43 | 1472 | -4 | -9
CCOC(=O)C1=C(c2ccccc2)O/C(=C(/C#N)C(F)(F)F)S1 | 6.5 | 0.2 | 74* | 17 | -4 | x | 8 | -0.19 | 1391 | 1 | 10
COc1ccccc1NC(=O)CSc1nnc(CNC(=O)COc2ccc(Cl)cc2)o1 | -0.1 | 0.3 | -2 | -8 | -5 | -4 | 6 | -0.075 | 1813 | -2 | -2
Cc1ccc(C(=O)CSc2nnc(-c3ccccc3)o2)cc1 | 6.2 | 0.5 | -7 | 18 | -1 | x | 0 | x | 1379 | -2 | 2
CN1CCc2c(sc3c2c(=O)n(-c2ccccc2)c2nnc(SCc4ccc(Cl)cc4)n32)C1 | 1.7 | 2.5 | 41 | 0 | -8 | -21 | 3 | -1.5 | 1463 | -4 | -6
Cc1noc(C)c1S(=O)(=O)N1CCCC(C(=O)NCCc2ccc(Cl)cc2)C1 (centres undefined) | 1.1 | 0.4 | 100* | 11 | 2 | -18 | 2 | x | 1611 | 1 | -3
COc1cccc(CNc2ccc([N+](=O)[O-])c(NCC(=O)O)n2)c1 | -0.5 | -0.7 | -9 | 23 | 4 | -5 | -2 | 0.24 | 1554 | -5 | 5
Cc1cccc(C)c1OCc1nnc(SCC(=O)NCCc2ccccc2)o1 | 2.9 | 1.1 | -7 | 8 | 6 | x | 4 | x | 1525 | 0 | 7
O=C(CN1CCCCCC1)Nc1ccc(S(=O)(=O)N2CCOCC2)cc1 | -0.7 | 0.1 | 55* | 8 | -5 | 0 | -5 | 1 | 1575 | -7 | 0
Cc1cc(N2CCOCC2)c(F)cc1C(=O)c1ccccc1 | 0.7 | -4.1 | -4 | 2 | 8 | x | -2 | x | 1490 | 2 | 1
CCCc1c(O)c2ccccc2n(-c2ccccc2)c1=O | 4.3 | 1.8 | -7 | -8 | 2 | x | 6 | x | 1497 | 3 | -1
COc1ccc(NCC(=O)Nc2ccccc2C#N)cc1Cl | -0.5 | -1.6 | 87* | 18 | -2 | x | -3 | -0.79 | 1579 | -9 | -2
CC(C)c1nnc(SCC(=O)NCc2ccc3c(c2)OCO3)n1C | 0.5 | 0.4 | -4 | 6 | 2 | x | 6 | 0.11 | 1627 | -7 | 2
COC(=O)c1ccccc1NC(=O)COC(=O)CSCC(=O)N1CCOCC1 | 1.4 | 1.9 | -2 | 6 | 3 | 2 | 0 | 0.033 | 1318 | -1 | -6
O=C(NCc1nc(-c2ccccc2)no1)c1ccc2c(c1)OCO2 | 0.8 | 0.5 | -5 | 10 | -8 | -35 | -5 | 0.41 | 1457 | -6 | 4
CCOc1ccc(Br)cc1S(=O)(=O)NCc1ccc(S(N)(=O)=O)cc1 | 2.1 | -0.8 | -5 | -13 | 6 | -10 | -1 | 0.24 | 1450 | 2 | 3
COc1cc(NS(=O)(=O)c2ccc(NC(=S)NC(=O)/C=C/c3ccco3)cc2)ncn1 | 13* | -1.6 | -7 | -3 | 11 | -4 | 4 | -0.44 | 1659 | -4 | 10
O=C(CSc1nnc(-c2cccs2)o1)N1CCOCC1 | 4.4 | 2.8 | 7 | 5 | 8 | -17 | 3 | x | 1639 | -4 | -5
O=C1NCCCc2c1oc1cc(Br)c(O)c(Br)c21 | 4.3 | -0.4 | -1 | 33 | 19 | -26 | 4 | -0.063 | 1592 | -6 | 4
O=C(NCc1nc(-c2ccccc2)no1)c1cccs1 | 0.2 | 3.3 | 4 | 10 | -4 | 3 | -5 | x | 1408 | -3 | 1
COc1ccc(-c2cn3cccnc3n2)cc1NC(=O)c1cc(OC)c(OC)c(OC)c1 | 1.0 | -0.9 | 25 | -18 | 0 | 2 | 2 | 0.0055 | 1368 | 9.6* | -6
CCN(CC(=O)Nc1cc(C)nn1-c1nc(C)cc(C)n1)Cc1ccccc1 | 1.0 | 0.2 | 53* | -1 | 2 | x | 4 | 0.041 | 1407 | -5 | -6
Cc1cccc(C(C)C)c1NC(=O)c1cccnc1 | -0.3 | 0.7 | -3 | 10 | -3 | -7 | -8 | -0.053 | 1484 | -9 | 8
CC(C)(C)OC(=O)N/N=C/c1cc(N=Nc2ccccc2)ccc1O | 4.4 | 0.5 | -1 | 13 | -1 | -23 | 1 | x | 1438 | -6 | 1
CC1CCc2nn(CC(=O)N3CCc4ccccc43)cc2C1 (centres undefined) | 3.3 | -1.2 | -1 | 18 | -7 | x | 10 | x | 1447 | -4 | -4
COc1cc(OC)c(C2N(c3ccccn3)C(=O)C3CCCN32)cc1OC (centres undefined) | 0.7 | -0.9 | -4 | -2 | 7 | -28 | 0 | x | 1550 | -2 | 2
C=CCn1c(SCC(=O)OCC)nc2cc(C(=O)NCc3ccco3)ccc2c1=O | 3.4 | 0.2 | 2 | 4 | 1 | x | 8 | -0.15 | 1508 | -1 | -4
CCOc1ccc(Oc2c(/C=N/NC(=O)C3CC3)c(C)nn2-c2ccccc2)cc1 | 4.0 | -0.3 | 22 | 3 | 20 | 5 | -2 | -0.086 | 1626 | -7 | 5
FC(F)(F)c1cccc(NC(=S)NCCN2CCOCC2)c1 | 1.5 | 0.4 | 40 | -14 | -4 | 0 | -7 | x | 1501 | -5 | -1
CCC(=O)NC(=S)Nc1ccc2oc(-c3ccc(OC)cc3)nc2c1 | 2.5 | -0.1 | 0 | -24 | 3 | 10 | -2 | x | 1438 | -9 | 2
CCOC(=O)c1oc2ccc(Br)cc2c1CSc1nnc(C)s1 | 17* | 0.1 | 1 | 9 | 6 | -11 | 9 | -0.27 | 1599 | 0 | 6
Cn1c(SCC(=O)Nc2ccc3c(c2)OCCO3)nnc1-c1ccco1 | 2.8 | -1.1 | -3 | -1 | 2 | -14 | 11 | x | 1553 | -2 | 0
CC1CCCCC1NC(=O)CSc1nncs1 (centres undefined) | 1.3 | 0.0 | -2 | 3 | -3 | 1 | -7 | 1.1 | 1708 | 0 | 2
Cc1cccc(NC(=O)CSc2nc(C)c(Cc3ccccc3)c(=O)[nH]2)c1 | 5.9 | -0.6 | -4 | 7 | -10 | -18 | -3 | 0.24 | 1686 | -12 | 8
COCc1[nH]nc2c1C(C1C=CCCC1)C(C#N)=C(N)O2 (centres undefined) | 0.6 | -0.8 | 45 | 8 | 4 | 4 | 1 | x | 1576 | 2 | 8
COc1cc(Cl)c(S(=O)(=O)n2cnc(C)c2)cc1Cl | 0.1 | 0.0 | 2 | 21 | -1 | 17 | 3 | x | 1515 | 1 | 6
CCOC(=O)Cn1c(=NC(=O)C(C)(C)C)sc2cc([N+](=O)[O-])ccc21 | 3.8 | 0.1 | -4 | 1 | 0 | 1 | 4 | 0.079 | 1520 | -2 | 2
Cc1ccc(OCC(=O)N2CCN(C(=O)c3cccs3)CC2)cc1 | 0.8 | 0.7 | -2 | 8 | 2 | -8 | 3 | -0.27 | 1409 | -2 | 6
CN1CCN(S(=O)(=O)c2cc([N+](=O)[O-])ccc2Cl)CC1 | 0.4 | -0.8 | -2 | 1 | 16 | -9 | 15 | -0.055 | 1617 | -5 | 8
CCOc1cc(C(=S)N2CCOCC2)ccc1OS(=O)(=O)c1ccccc1[N+](=O)[O-] | 2.0 | 0.1 | 24 | -2 | 8 | -2 | 0 | x | 1530 | 1 | 1
COc1ccc(-c2cc(C(=O)O)c3c(C)nn(-c4ccccn4)c3n2)cc1 | 3.7 | 3.5 | -6 | 0 | -16 | x | 2 | x | 1478 | 6 | 1
COc1ccc(-c2cc3ccccc3n2CC(O)CNCCO)cc1 (centres undefined) | 0.3 | 1.5 | 5 | -8 | 11 | x | -3 | x | 1551 | -2 | 5
CCCC(=O)N1CCN(S(=O)(=O)c2cc(Cl)ccc2OC)CC1 | -0.7 | -1.2 | -5 | -5 | -1 | -36 | -5 | -0.14 | 1529 | -7 | 3
O=C(CN1CCN(c2ccc([N+](=O)[O-])cc2)CC1)Nc1ccccn1 | 2.6 | -0.1 | -5 | -8 | -6 | -10 | -13 | -3.2* | 1294 | -9 | 2
CCOC(=O)NC(=O)/C(C#N)=C\c1ccccc1 | 1.1 | -0.7 | -7 | 6 | 7 | 0 | 13 | -1.5 | 1598 | 0 | 3
CC(=O)c1ccc(-n2nnnc2SCC(=O)N2CCN(C(=O)c3ccco3)CC2)cc1 | 1.4 | 0.0 | -8 | 6 | -6 | -4 | 0 | -0.2 | 1578 | -8 | 1
O=C(O)CSc1nnc(-c2ccc3c(c2)OCO3)n1-c1ccccc1 | 3.5 | 0.2 | -3 | -2 | 4 | -7 | 4 | 0.33 | 1506 | -5 | 4
O=Cc1ccccc1OCCOc1ccccc1C=O | 0.5 | 2.6 | 72* | 20 | -2 | x | -11 | x | 1368 | 0 | 0

As entered above.
Lmaj promast, O=C(CN1CCN(c2ccc([N+](=O)[O-])cc2)CC1)Nc1ccccn1 is entered as -5
Lmaj promast, COc1ccc(-c2cc(C(=O)O)c3c(C)nn(-c4ccccn4)c3n2)cc1 is entered as -6
HMGR II inh, CC(=O)c1ccc(-n2nnnc2SCC(=O)N2CCN(C(=O)c3ccco3)CC2)cc1 is entered as -8

More records follow.
SMILES | RAM network inh | Redox H2O2 prof | Lmaj promast | bIAP inhibitor | PPARg SRC-2 ag | S1P3 antagonist | PPARg SRC1 recr | ROMK primary | TR-FRET SRC-2 ct | HMGR II inh | PPARg SRC3 recr
CCN(CC)c1nc(-c2cccc(OC)c2O)nc2ccccc12 | 3.2 | 1.8 | 7 | 10 | 5 | x | 6 | 0.49 | 1694 | -4 | 10
O=C(CCN1C(=O)c2cccc3cccc(c23)C1=O)N1CCOCC1 | 0.4 | -0.8 | 4 | 4 | 3 | -13 | -2 | x | 1568 | 0 | 5
COC(=O)c1nnn(CC(=O)NC(=O)Nc2ccccc2)c1C(=O)OC | 0.0 | -0.2 | -7 | 4 | 6 | 13 | 3 | -0.35 | 1615 | 0 | 4
CCOC(=O)N1CCC(NC(=O)c2ccc3nc(N4CCOCC4)sc3c2)CC1 | 1.1 | -2.6 | -2 | 3 | 2 | -17 | 5 | x | 1656 | 4 | -8
CC(C)Cn1cc(C(=O)N2CCOCC2)c2c3ccccc3n(C)c2c1=O | 0.7 | 3.3 | -11 | 2 | 5 | 30 | 1 | x | 1662 | -2 | 1
O=C(CCc1ccccc1)Nc1nnc(-c2ccccn2)o1 | 3.0 | -0.3 | 62* | 1 | 4 | -29 | 2 | x | 1610 | -7 | 1
O=C(CSc1ncnc2c1nnn2Cc1ccccc1F)N1CCN(c2ccccc2)CC1 | 1.6 | 2.8 | 0 | 10 | 67* | x | 3 | x | 2938* | -3 | -4

Outcome played no part in choosing rows (roughly 13% active in at least one column).
